M17LAP inhibition: P. falciparum M17LAP inhibitors, primary screen, biochemical, fluorogenic H-Leu-NHMec substrate, 1536-well (AID 1619). recombinant M17LAP, H-Leu-NHMec fluorogenic kinetic assay; higher % means a stronger effect. 0.38% of 220,000 active. inhibition, % at 30 µM, or IC50 in µM where a hit was titrated;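 active = compound inhibiting the enzyme by more than half at any dose during confirmatory dose-response retesting; inconclusive = strong single-dose inhibitors picked by rank but not retested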;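 note: plate controls were full reaction with DMSO carrier for no effect and no enzyme background for full effect; strong numbers were not always called active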
Lipid droplet: hepatic lipid droplet formation modulation | AID 1656 | AML12 mouse hepatocytes, oleate lipid droplets, BODIPY imaging | inhibition, % at 6.5 µM | 0.4% of 240,000 active;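 active = lipid droplet intensity inhibited by at least 50%, with more than 500 cells counted; inconclusive = wells with under 300 cells, treated as cytotoxic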
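Technique: fluorescence imaging, 20x objective, two fields per well / Assay system: AML12 hepatocytes (mouse) / Measure: % inhibition of lipid droplet signal / Doses: 6.5 µM single-point dosing / Incubation: overnight exposure / Reagent: 100 µM oleic acid challenge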
XIAP antagonists: small molecules displacing peptide from XIAP – biochemical, IAP family, fluorescence polarization (AID 1018) | displacement, % at 20 µM; hits with a dose series show IC50 in µM | 0.007% of 200,000 active | XIAP BIR domain, fluorescence polarization peptide displacement; higher % means a stronger effect; in the data active = displacement above about 50%; note: a part of the inactive calls stands beside numbers as strong as those of hits
human PMI inhibition: MPI enzyme activity inhibition – biochemical, fluorescence intensity, coupled assay, primary screen (AID 1209); purified PMI enzyme, coupled fluorescence intensity; higher % means a stronger effect; inhibition, % at 20 µM; hits with a dose series show IC50 in µM; 0.42% of 190,000 active;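 note: plate controls were DMSO vehicle for no effect and wells lacking substrate for full effect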
K1F lysis inhibition: inhibition of K1F phage lysis, E. coli UTI89, bacterial capsule biogenesis inhibitors, alamar blue (AID 488966); one-dose inhibition, % at 100 µM; IC50 in µM for titrated hits; 0.02% of 340,000 active; E. coli UTI89 K1F phage lysis, alamar blue, 2 h; higher % means a stronger effect;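 active = phage lysis inhibition, versus mean bacterial control, above a set limit; inconclusive = no clear call, values can overlap the other calls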;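 note: capsule biogenesis inhibitors block K1F phage lysis so surviving cells raise fluorescence; higher fluorescence means more inhibition of phage lysis; actives were called in the ten point dose series up to 300 µM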
Siah-1 displacement: Siah-1 peptide-binding antagonists, primary screen, biochemical, fluorescence polarization, rhodamine-plectin, uHTS (AID 1817). Siah-1 / rhodamine-plectin peptide fluorescence polarization; higher % means a stronger effect. one-dose displacement, % at 20 µM; IC50 in µM for titrated hits. 0.02% of 290,000 active;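 active = displacement of at least 50% at 20 µM, with a fluorescence ratio check between 0.3 and a set limit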;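 note: plate controls were Siah plus tracer with DMSO for no effect and tracer alone without Siah for full effect; strong numbers were not always called active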
TNAP activators: stimulation of alkaline phosphatase TNAP activity – biochemical, luminescent, no phosphate acceptor, uHTS, primary screen (AID 1001); 0.03% of 200,000 active; purified TNAP, luminescent activation assay, no phosphate acceptor; higher activation fold means a stronger effect; activation fold at 20 µM, or EC50 in µM where a hit was titrated; in the data active = activation fold from about 3, or a potency from the dose series; inactive = the rest, 99 in 100 with activation fold below about 1.6; note: many of its hits are not listed in these tables
human PMI inhibitors: MPI inhibition at elevated mannose 6-phosphate – biochemical, fluorescence intensity, high mannose 6-phosphate, primary screen (AID 1220); recombinant PMI enzyme, coupled fluorescence intensity; higher % means a stronger effect; one-dose inhibition, % at 20 µM; IC50 in µM for titrated hits; 0.66% of 190,000 active
P. falciparum M1AAP: P. falciparum M1AAP inhibitors, biochemical, fluorogenic H-Leu-NHMec substrate, 1536-well (AID 1445); one-dose inhibition, % at 30 µM; IC50 in µM for titrated hits; recombinant M1AAP, H-Leu-NHMec fluorogenic kinetic assay; higher % means a stronger effect; 0.42% of 220,000 active;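 active = primary inhibition above the hit cutoff, then over 50% inhibition at one or more dose response concentrations, cut at about 23% in these data, passing the limit was not always enough; inconclusive = conflicting primary data, or primary hits not chosen for dose response; inactive = low primary inhibition, or under 50% at every dose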;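 note: plate controls were DMSO full reaction for no effect and no enzyme background for full effect; strong numbers were not always called active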
Lipid droplet cells 6.5 µM: also measured in Lipid droplet; calls as there; cell count; measured here: cell count, cytotoxicity flag;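 cells counted across two imaged fields per well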
Active calls of the source: *; i = inactive; ? = inconclusive; . = not tested or not shown; [ ] = another dose, or the depositor's remark. Cut-off read from the data, not from the text of the source, unless noted: active = inhibition above about 50%; inactive = the rest.

Structure,K1F lysis inhibition,XIAP antagonists,P. falciparum M1AAP,Lipid droplet,M17LAP inhibition,TNAP activators,human PMI inhibitors,Lipid droplet cells 6.5 µM,human PMI inhibition,Siah-1 displacement
COc1ccc(CCc2nnc(CCC(=O)NCCc3ncccc3C)o2)cc1,-0.1%,-3.0%,-1%,-4,-5%,1.1,.,611,.,-4%
O=C(CNC(=S)N(Cc1ccccc1)Cc1cccnc1)NCc1ccccc1,0.1%,-3.1%,1%,-18,7%,1.4,-4%,764,0%,-4%
Brc1ccc2nc(-c3c[nH]c4ccccc34)cn2c1,0.3%,-3.0%,8%,0,0%,1,-6%,601,-22%,5%
O=C(O)C1=C[C@@H](c2ccc3c(c2)OCO3)C[C@@H](OCc2ccc(CO)cc2)O1,0.6%,1.8%,3%,-2,4%,1,4%,708,-2%,1%
COc1cc(NC(=O)C2CCN(S(=O)(=O)c3cnc[nH]3)CC2)cc(OC)c1OC,0.2%,-9.0%,3%,10,10%,1,11%,808,15%,3%
CC(C)C1CC(=O)NC(SCC(=O)Nc2ccc(Br)cc2)=C1C#N (stereo not given),0.6%,-6.1%,-1%,.,-8%,1.1,2%,.,-9%,-1%
FC(F)(F)c1cccc(NC(=S)NCc2ccccn2)c1,3.3%,-1.9%,13%,7,2%,1,6%,694,7%,7%
CCC1=C2CC[C@H]3C(=O)N(CC(=O)OC)C(=O)[C@H]3[C@H]2[C@@]2(C)C(=NCC(=O)OC)OC(=O)N2C1=O,0.1%,.,-9%,7,-14%,.,.,690,.,-5%
CCc1ccc(NC(=O)CN(c2ccc3c(c2)OCO3)S(=O)(=O)c2c(C)noc2C)cc1,2.9%,-4.3%,2%,.,0%,0.9,3%,.,-4%,0%
CCC1CCCCN1C(=S)Nc1cccc(S(=O)(=O)N(C)C)c1 (stereo not given),0.5%,-3.1%,5%,-3,0%,1,-6%,667,-1%,4%
Cc1ccsc1C(=O)Nc1ccc(C(=O)O)cc1,0.8%,-0.9%,-2%,4,1%,1.2,-5%,798,-6%,4%
O=C(/C=C/c1ccco1)Nc1ccc2nn(-c3ccccc3)nc2c1,0.0%,.,15%,-6,15%,1,-8%,538,-6%,41%
CN(C)S(=O)(=O)c1cc(NC(=O)CN2CCCc3ccccc32)ccc1Cl,0.2%,-6.4%,9%,9,-5%,1.1,-13%,696,-44%,-5%
CCn1c(C(=O)OC)cc2c1ccn2-c1ccc(F)cc1,0.7%,-1.7%,-1%,3,11%,1.1,10%,733,16%,-5%
Cc1cc2c(=O)n(CC(=O)NCC(=O)N3CCN(Cc4ccccc4)CC3)cnc2s1,-2.8%[50 µM],-8.1%,0%,-4,11%,1.1,-9%,696,2%,8%
CCOC(=O)C1CCN(C(=O)Nc2ccc(OC)c(OC)c2)CC1,7.2%,-2.6%,4%,0,-2%,1.1,7%,639,9%,-1%
COc1ccc(C(=O)NNC(=O)CSc2nnc(COc3ccccc3)n2C)cc1,-1.2%,-2.0%,-1%,-1,2%,1.4,3%,698,4%,1%
COc1ccccc1/C=C/C(=O)c1ccc(NC(C)=O)cc1,-0.2%[50 µM],-7.6%,9%,-4,21%,1.1,7%,648,4%,30%
CCOc1ccc(N(Cc2ccc(OC)cc2)C(=O)c2ccco2)cc1,-0.1%,-4.1%,6%,-1,-4%,1,10%,690,4%,-1%
CN(CC#CCC(c1ccccc1)c1ccccc1)C(C)(C)C,15%,-9.4%,10%,.,5%,1.1,6%,.,8%,2%
CC(C)Cn1c(CN2CCN(C(=O)c3ccco3)CC2)nc2c1c(=O)n(C)c(=O)n2C,0.3%,-4.1%,0%,7,13%,1.1,-5%,698,-2%,9%
CCCN(Cc1ccccc1)S(=O)(=O)c1ccc(N2C(=O)CCC2=O)cc1,2.5%,0.3%,2%,.,-4%,1.1,8%,.,7%,-1%
CCC(C)C(NC(=O)C(C)NC(=O)CNC(=O)CNC(=O)OCc1ccccc1)C(=O)OC (stereo not given),1.1%,-31%,0%,10,-9%,1,-8%,737,-9%,2%
O=C(NCc1ccco1)c1sc2cc(F)ccc2c1Cl,0.9%,-7.7%,2%,-2,29%,1.1,-2%,761,2%,20%
CC(C)Cn1cc(C(=O)NCC2CCCO2)c2c3ccccc3n(C)c2c1=O (stereo not given),-1.4%,-15%,-2%,0,-17%,1,20%,705,22%,-2%
CCC1(CC)NC(=O)N(CC(=O)OCC(=O)Nc2sccc2C#N)C1=O,0.4%,-8.2%,0%,11,5%,1.2,0%,702,-4%,0%
O=C(CN1CCC(c2nc3ccccc3[nH]2)CC1)NCc1ccc2c(c1)OCO2,2.3%,-4.1%,3%,.,-1%,1.1,14%,.,3%,4%
COc1ccc(CCN2C(=O)C(O)=C(C(=O)c3ccco3)C2c2cccs2)cc1OC (stereo not given),1.5%,-7.0%,16%,.,34%,1,3%,.,0%,4%
O=C(Cn1nc(-c2cccc(Cl)c2)ccc1=O)Nc1ccc(C(=O)NC2CC2)cc1,0.2%,-4.1%,-1%,52*,-21%,1.1,-7%,688*,6%,2%
CCOC(=O)CNC(=S)N(Cc1cccs1)C1CCCCC1,-0.7%[50 µM],-3.1%,-7%,-17,-9%,0.9,10%,582,6%,3%
NNc1nc(-c2ccccc2)c2ccccc2n1,-1.1%,0.3%,4%,-8,1%,0.9,8%,708,8%,10%
Cc1c(C(=O)Oc2ccc(F)cc2)sc2ncn(Cc3cccc(F)c3)c(=O)c12,3.5%,-1.3%,2%,-11,-20%,1,-3%,626,-8%,2%
OCCN(/C=N/c1nc(-c2ccc(Br)cc2)cs1)CCO,-0.7%,-5.6%,2%,-2,5%,1.1,1%,733,3%,0%
O=C1CC(SC(=Nc2ccccc2)Nc2ccccc2)C(=O)N1c1ccc(Cl)c(Cl)c1 (stereo not given),-0.3%[50 µM],-9.8%,-3%,1,0%,1,19%,716,6%,-1%
Cn1nnc(NC(=O)/C=C/c2ccco2)n1,.,.,2%,4,12%,.,.,673,.,1%
O=C(NCc1ccccn1)c1ccc(/C=N/O)nc1,0.4%,-4.4%,5%,.,1%,1.1,10%,.,8%,-1%
Cc1ccc(C2CC(c3ccc(NS(C)(=O)=O)cc3)=NN2C(=O)c2ccco2)cc1 (stereo not given),-1.7%,-1.2%,5%,-6,15%,1.1,8%,585,17%,6%
O=C(OCC(=O)N1CCCc2ccccc21)c1cncc(Br)c1,-0.1%,-1.2%,14%,-4,8%,1.1,-2%,757,2%,8%
CCOC(=O)C(CCSC)NC(=O)CN (stereo not given),0.4%,-0.2%,6%,.,-7%,1.2,39%,.,8%,2%
CCN1CCCCC(=N/O)/C(=N/O)CCCC1,0.0%,.,-7%,0,3%,.,.,647,.,-2%
COc1cc(/C=C2\CCc3ccccc3C2=O)cc(OC)c1OC,0.5%[50 µM],-7.7%,5%,-10,15%,1,24%,670,16%,2%
C/C(CCc1ccco1)=N/NC(=O)CCC(=O)Nc1ccc(Br)cc1,0.0%,-8.1%,5%,-9,5%,1,7%,626,17%,-2%
CCOC(=O)NC(=O)/C(C#N)=C\Nc1sccc1C(=O)OC,-0.7%,-0.4%,4%,-9,12%,1,-1%,705,2%,11%
O=C(Nc1cccc2ccccc12)OCc1cncs1,0.3%,-3.8%,6%,19,3%,1.1,4%,660,-3%,2%
O=C(O)CCC(=O)NNC(=O)COc1ccc2ccccc2c1Br,.,-22%,2%,5,33%,1,-15%,649,-3%,-6%
C=CCc1c(C)nc(N)[nH]c1=O,i,0.7%,-3%,9,-3%,1,8%,781,-2%,-4%
O=C(N/C=C/c1ccc(Cl)cc1)NCc1ccc(Cl)cc1,-0.2%,-4.2%,-2%,.,1%,1.1,2%,.,0%,7%
Cc1cc(C)cc(Oc2cc(NC(=O)c3cn(C)nc3C)cc([N+](=O)[O-])c2)c1,1.2%,-4.6%,-1%,.,10%,1.2,2%,.,4%,5%
O=C(CN1C(=O)NC(c2ccccc2)(c2ccccc2)C1=O)c1c[nH]c2ccccc12,.,-12%,2%,-13,-5%,1.1,3%,625,2%,-6%
CCCn1c(=N)c(C(=O)NC2CCCC2)cc2c(=O)n3cccc(C)c3nc21,-0.5%,-0.8%,?,8,-261%,0.9,3%,728,5%,-2%

Compound profiles (already shown). Order of values: K1F lysis inhibition, XIAP antagonists, P. falciparum M1AAP, Lipid droplet, M17LAP inhibition, TNAP activators, human PMI inhibitors, Lipid droplet cells 6.5 µM, human PMI inhibition, Siah-1 displacement
C/C(CCc1ccco1)=N/NC(=O)CCC(=O)Nc1ccc(Br)cc1 as listed: 0.0%, -8.1%, 5%, -9, 5%, 1, 7%, 626, 17%, -2%
CCCn1c(=N)c(C(=O)NC2CCCC2)cc2c(=O)n3cccc(C)c3nc21 as listed: -0.5%, -0.8%, ?, 8, -261%, 0.9, 3%, 728, 5%, -2%

More records:
Structure,K1F lysis inhibition,XIAP antagonists,P. falciparum M1AAP,Lipid droplet,M17LAP inhibition,TNAP activators,human PMI inhibitors,Lipid droplet cells 6.5 µM,human PMI inhibition,Siah-1 displacement
CCCCSc1nc2sc3c(c2c(=O)[nH]1)CCC3,1.9%,-6.1%,-1%,-4,-2%,1,12%,607,14%,-4%
Cn1c(C(=O)OC(C(=O)NCc2ccco2)c2ccncc2)cc2sccc21 (stereo not given),0.5%,-6.2%,-1%,3,2%,1.1,6%,721,6%,3%
Cc1nn(C2CCS(=O)(=O)C2)c(Cl)c1/C=C/C(=O)OCC(=O)Nc1ccccc1OC(F)F (stereo not given),0.3%,-5.5%,12%,-5,-1%,1,-6%,765,-6%,4%
COc1cc([N+](=O)[O-])ccc1NC(=O)CSc1ccccn1,-0.3%,-0.7%,4%,2,0%,1.1,1%,682,0%,3%
